Nrf2 inh – blocks Nrf2 signaling | Potency, µM (titrated, usually from 46 µM), without a hit: at the highest dose activity change, negative = inhibition, usual class: inhibitors | AID 504444 | A549 ARE-Fluc reporter, luciferase luminescence, 18-24 h | 360,000 tested, 2.1% active; further: potency means the concentration at half of the fitted maximal effect; on the % scale 0 is the no-effect control and ±100 the full control effect; nearly all actives have a fitted effect of over 60% in size
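In this cell-based qHTS, ARE-driven firefly luciferase in A549 cells reports Nrf2 activity; the luminescent signal after BugLite lysis is the measured value, with a prior CellTiter-Fluor read for cell health.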
Nrf2 ARE act – activates Nrf2 signaling. AREc32 ARE-luciferase reporter (MCF7-derived line), luminescence, 24 h. Potency, µM (highest dose often 46.1 µM), for the others: top-dose activation, hits mostly activators. 410,000 tested, 0.31% active; further: potency means the concentration at half of the fitted maximal effect; % of control where 0% means no effect; nearly all actives have a fitted effect of over 65% in size
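Luminescent ARE reporter assay in AREc32_Fluc cells: overnight plating at 37 deg C, 24 hr compound incubation, Steady-Glo added, 30 min RT before reading.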
MmCpn inh – blocks the Methanococcus maripaludis chaperonin Mm-Cpn | purified Mm-Cpn ATPase, ADP Transcreener TR-FRET | Potency, µM (titrated, usually from 76.9 µM), for inactives: at the top dose activity, negative = inhibition, hits mostly inhibitors | 330,000 tested, 0.031% active; further: potency means the concentration at half of the fitted maximal effect; on the % scale 0 is the no-effect control and ±100 the full control effect; nearly all actives have a fitted effect of over 80% in size
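Quantitative HTS used 25 nM Mm-CPN and 10 uM ATP in magnesium/KCl Tris buffer, pH 7.4, with 1 mM DTT. Hydrolysis ran 30 min at 37°C; ADP was read by HTRF.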
CCT modulator – changes cytosolic chaperonin activity; purified chaperonin ATPase assay, HTRF ADP detection, 30 min; activity change, % (test concentration not listed), hits read low; 360,000 tested, 0.3% active; AID 651819; in the data active means activity change below about -30%; further: on the % scale 0 is the no-effect control and ±100 the full control effect
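TRiC at 40 or 20 nM final (batch-dependent) in 30 mM Tris pH 7.4, 100 mM KCl, 5 mM MgCl2, 1 mM DTT, with compound at single 76 uM and 10 uM ATP, 30 min at 37 deg C. ADP detected by HTRF Transcreener, 665/615 ratio.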
ATXN viability – reduces viability in counter-screen for ATXN expression inhibitors; 400,000 tested, 0.49% active; Potency, µM (top dose mostly 56.7 µM), most hits filed as cytotoxic; S2 cells (HEK-293 line with an ATXN2-luciferase reporter) viability, CellTiter-Fluor protease fluorescence, 24 h; further: potency means the concentration at half of the fitted maximal effect; nearly all actives have a fitted effect of over 40% in size
A549 viability – counter-screen for Nrf2 inhibitors: cytotoxicity in A549 cells. A549 ARE-Fluc cells, CellTiter-Fluor viability, 18-24 h. Potency, µM (highest dose often 46 µM), without a hit: top-dose activity change, negative = cytotoxicity, hits mostly inhibitors. 390,000 tested, 0.16% active. AID 504648; further: potency means the concentration at half of the fitted maximal effect; on the % scale 0 is the no-effect control and ±100 the full control effect
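A549 ARE_Fluc cells in 5% FBS OPTI-MEM were exposed to compounds in concentration-response for 18-24 h at 37 deg C. Viability was read by CellTiter-Fluor fluorescence (Ex 405/Em 525) after 30 min, before the luciferase read.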
HepG2 tox – kills HepG2 cells in TGF-b inhibitor counter-screen; HepG2 CAGA-GFP viability, ATP luminescence, 18 h; Potency, µM (highest dose often 46.1 µM), for inactives: top-dose activity change, negative = cytotoxicity, hits mostly cytotoxic; 410,000 tested, 0.76% active; AID 588856; further: potency means the concentration at half of the fitted maximal effect; some results filed as inactive show a strong effect at the top dose
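HepG2 CAGA-GFP cells (1000/well, DMEM with 1% FBS) received compound, then TGF-beta at 500 pg/mL final, and were incubated 18 hours at 37 degrees C. Viability was read by CellTiter-Glo luminescence. Media-only wells were set as complete cell-killing and DMSO as no toxicity.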
pAkt inh – Akt phosphorylation inhibition; Neuro2A IGF-stimulated pAkt S473 HTRF, 20 min; hits give low values; activity change, % for hits at 50 µM; 360,000 tested, 0.32% active; in the data active means activity change below about -80%; inconclusive means mostly about -51% to -80%; further: on the % scale 0 is the no-effect control and ±100 the full control effect
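Neuro2A cells in DMEM with 0.5% FBS, overnight at 37 deg C, given compound at single 50 µM final, then IGF (6 nM final) for 20 min at 37 deg C. Lysed; phospho-Akt Ser473 by HTRF after 24 h, 665/615 ratio.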
TGFb inhibitor – TGF-b pathway inhibition; HepG2 CAGA-GFP TGF-b/SMAD3 reporter, GFP fluorescence, 18 h; TGF-beta stimulated, 500 pg/mL final; Potency, µM (titrated, usually from 46.1 µM), without a hit: top-dose activity, negative = inhibition, hits mostly inhibitors; 410,000 tested, 1.2% active; AID 588855; further: potency means the concentration at half of the fitted maximal effect; on the % scale 0 is the no-effect control and ±100 the full control effect; nearly all actives have a fitted effect of over 65% in size
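First, reporter cells (HEPG2 CAGA-GFP) rested 2 h at 37 degrees C. Next, compounds were pinned in and TGF-beta added to 500 pg/mL final. After 18 h, GFP was imaged per cell and summed per well.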
* marks the source's active call; other numbers are inactive results; i = inactive; ? = inconclusive; nt = not tested or not shown; & = joins results of further samples; [ ] = remark or other dose. Unless noted, the call rests on the fitted dose curve; in most records, active means well fitted curve in the direction sought with a large enough effect; inconclusive means small, poorly fitted or top-dose-only effect, or another doubt; inactive means no such curve, though single readings can be large; an effect the other way counts as inactive or inconclusive. Hits appear at their usual frequency; about 4.4% have a hit in one of these screens.

mol,Nrf2 inh,Nrf2 ARE act,MmCpn inh,CCT modulator,ATXN viability,A549 viability,HepG2 tox,pAkt inh,TGFb inhibitor
CCn1c(=N)n(CC(=O)OC)c2ccccc21,0%,-0.9%,0%,-2.5,i,-9%,6%,i,-29%
Cc1ccc(NC(=O)c2ncn(CC(=O)N[C@H](C)c3cccc4ccccc34)n2)cc1C,-20%,6.5%,-2%,-2.6,i,?,-17%,i,-4%
Cc1ccccc1-c1ccc(CN2C(C(C)C)C(=O)N(Cc3cn(CCC4OCCO4)nn3)CCS2(=O)=O)cc1 (stereo unspecified),nt,1.0%,nt,-1.4,?,nt,0%,i,?
CCN(CC(=O)Nc1cc(Cl)ccc1C)CC(=O)NC1CC1,nt,0.0%,nt,-0.5,i,nt,-8%,i,-8%
CC(C)Oc1cccc(C(=O)NC2=NCCS2)c1,?,0.5%,0%,0.6,i,1%,9%,i,-1%
Cc1ccccc1NC(=S)N1CCC(C(=O)c2ccc(F)cc2)CC1,1%,-0.4%,2%,-2.3,i,3%,-18%,i,-12%
COc1ccc(N(CC(=O)NC2CCCCC2)C(=O)CCCC(=O)Nc2ccccn2)c(OC)c1,-8%,0.0%,0%,0.3,i,-5%,0%,i,3%
Cc1cc(NC(=O)CSc2ncc(C(F)(F)F)cc2Cl)no1,?,-0.3%,0%,-2.1,i,-4%,4%,i,-1%
N=C(N=C(N)N)N1CCc2ccccc21,11%,2.5%,-17%,3.8,i,1%,-17%,i,-3%
CCOc1ccccc1C(=O)N(Cc1cccs1)c1ccc(Cl)cc1,-28%,8.7%,nt,nt,?,-4%,-97%,nt,18µM*

Exported with each value named: part of the list above.
Cc1ccccc1NC(=S)N1CCC(C(=O)c2ccc(F)cc2)CC1
  Nrf2 inh = 1%
  Nrf2 ARE act = -0.4%
  MmCpn inh = 2%
  CCT modulator = -2.3
  ATXN viability = i
  A549 viability = 3%
  HepG2 tox = -18%
  pAkt inh = i
  TGFb inhibitor = -12%
COc1ccc(N(CC(=O)NC2CCCCC2)C(=O)CCCC(=O)Nc2ccccn2)c(OC)c1
  Nrf2 inh = -8%
  Nrf2 ARE act = 0.0%
  MmCpn inh = 0%
  CCT modulator = 0.3
  ATXN viability = i
  A549 viability = -5%
  HepG2 tox = 0%
  pAkt inh = i
  TGFb inhibitor = 3%
Cc1cc(NC(=O)CSc2ncc(C(F)(F)F)cc2Cl)no1
  Nrf2 inh = ?
  Nrf2 ARE act = -0.3%
  MmCpn inh = 0%
  CCT modulator = -2.1
  ATXN viability = i
  A549 viability = -4%
  HepG2 tox = 4%
  pAkt inh = i
  TGFb inhibitor = -1%
N=C(N=C(N)N)N1CCc2ccccc21
  Nrf2 inh = 11%
  Nrf2 ARE act = 2.5%
  MmCpn inh = -17%
  CCT modulator = 3.8
  ATXN viability = i
  A549 viability = 1%
  HepG2 tox = -17%
  pAkt inh = i
  TGFb inhibitor = -3%

The list goes on.
mol,Nrf2 inh,Nrf2 ARE act,MmCpn inh,CCT modulator,ATXN viability,A549 viability,HepG2 tox,pAkt inh,TGFb inhibitor
CC(O)(CS(=O)(=O)Cc1ccccc1)c1ccccc1Cl (stereo unspecified),-12%,0.2%,4%,-2.2,i,4%,-3%,i,-8%
CCc1cc(CNC(=O)CC2C(=O)NCCN2Cc2cccc(OC)c2)on1 (stereo unspecified),5%,-1.6%,0%,-2.3,i,4%,0%,i,-1%
COc1ncc(-c2ccc(N3C(c4ccsc4)=Cc4ccc(F)cc4C3CC(C)=O)cc2)cn1 (stereo unspecified),nt,-0.3%,nt,0.0,i,nt,nt,i,nt
CCc1nnc(NC(=O)C2CC(=O)N(CCc3ccccc3)C2)s1 (stereo unspecified),-10%,0.4%,-1%,-1.8,i,3%,-24%,i,-13%
C(=N\C(/N=C/c1ccco1)c1ccco1)/c1ccco1,18%,?,-1%,-1.4,i,5%,-1%,i,0%
Cc1ccc(C(=O)Nc2ccc(NC(=O)c3cccs3)cc2)c(C)c1,-7%,3.4%,0%,-3.5,i,0%,0%,i,-2%
CCCn1c(=O)[nH]c(=O)c2c1nc(-c1cccs1)n2CCOC,0%,-0.2%,-14%,0.1,i,-4%,-11%,i,3%
COc1cc(C(=O)Nc2ccccc2NC(=O)c2cc(OC)c(OC)c(OC)c2)cc(OC)c1OC,?,1.9%,0%,0.4,i,-2%,8%,i,2%
CC1CCN(S(=O)(=O)c2ccc(S(=O)(=O)NCC(=O)C(C)(C)C)cc2)CC1,-5%,-0.2%,0%,-4.2,i,12%,-12%,i,5%
O=c1[nH]c2cc3c(cc2cc1CN(CCO)S(=O)(=O)c1ccccc1Cl)OCCO3,-7%,0.5%,1%,-3.1,i,-6%,-34%,nt,27%
O=C(O)c1cccnc1C(=O)O,4%,-0.8%,0%,-0.4,i,-3%,-1%,i,14%
Cc1cc(NC(=O)CN2C(=O)CC(c3ccco3)Sc3ccccc32)no1 (stereo unspecified),-18%,1.2%,-4%,-0.1,i,0%,2%,i,-30%
O=c1oc2ccc3ccccc3c2cc1-c1nc2c(s1)CCc1ccccc1-2,2%,nt,nt,nt,nt,10%,7%,nt,2%
CCC(CC)=C(C#N)C(=O)NC1CCCCC1,7%,-0.5%,-1%,0.0,i,0%,-4%,i,4%
COc1cc(C=C(c2nc3ccccc3s2)c2nc3ccccc3s2)cc(OC)c1O,?,?,-3%,1.3,i,11%,4%,i,?
COc1ccc2c(CNCc3cccs3)c(C(=O)O)n(Cc3ccc(F)cc3)c2c1,-22%,1.0%,nt,nt,?,?,-19%,nt,14%
CCc1ccc(N2C(=O)c3sc4nnc(-c5ccccc5)c(=O)n4c3C2=O)cc1,nt,1.8%,-3%,-4.0,?,-7%,6%,i,-5%
Cc1cc(C#Cc2c(-c3ccccc3)n(C)c3ccccc23)ccc1F,29%,4.2%,-27%,-2.2,i,8%,-27%,i,?
COc1cccc(CNC(=O)C2CCCN2S(=O)(=O)c2ccc3c(c2)C(C)(C)C(=O)N3C)c1 (stereo unspecified),-5%,2.9%,1%,-1.2,i,-2%,-23%,i,5%
Cc1nc2c3ccccc3n(Cc3ccccc3F)c2s1,?,0.7%,0%,2.3,i,0%,-2%,i,-1%
CCCCC1CCC(C(=O)Nc2ccccc2)CC1 (stereo unspecified),4%,0.1%,0%,-1.2,i,-10%,0%,i,-5%
Cc1ccc(S(=O)(=O)N2CCOCC2)cc1C(=O)NC(=S)N1CC(C)OC(C)C1 (stereo unspecified),23%,-0.9%,-1%,-0.4,i,15%,21%,i,-9%
CC(=O)O[C@H]1[C@H](C)OC=C[C@@H]1OC(C)=O,?,3.3%,0%,-1.2,i,7%,4%,i,-26%
O=C(O)C1CC=CCC1C(=O)NNc1ccccc1 (stereo unspecified),-5%,2.5%,-3%,-0.9,?,-2%,3%,i,-7%
COc1cccc(NC(=O)c2nnn(Cc3ccc(OC)c(Br)c3)c2N)c1,0%,8.2%,nt,nt,i,-11%,-33%,nt,?
CN1c2ccccc2-c2nc3ccccc3n2C1c1ccco1 (stereo unspecified),-4%,6.8%,-7%,0.7,i,-1%,-5%,i,2%
Cc1ccc(NC(=O)CN2C(=O)c3ccccc3C2=O)nc1,-7%,0.4%,-8%,-1.1,i,0%,-2%,i,1%
CN(C)CCNc1ncnc2sc(-c3ccccc3)cc12,-9%,8.1%,-2%,-3.9,i,3%,-24%,i,-6%
CCCOc1ccc(F)cc1-c1cc(C(=O)NC2CCCCC2)[nH]n1,nt,2.4%,nt,-5.6,i,nt,7%,i,42%[activator]
Cn1c(SCC(=O)NCC2COc3ccccc3O2)nnc1C(F)(F)F (stereo unspecified),4%,0.4%,3%,-2.3,i,3%,5%,i,-7%

Full records as entered above. Order of values: Nrf2 inh	Nrf2 ARE act	MmCpn inh	CCT modulator	ATXN viability	A549 viability	HepG2 tox	pAkt inh	TGFb inhibitor
Entry for Cc1ccc(S(=O)(=O)N2CCOCC2)cc1C(=O)NC(=S)N1CC(C)OC(C)C1 (stereo unspecified) = 23%	-0.9%	-1%	-0.4	i	15%	21%	i	-9%
Entry for CC1CCN(S(=O)(=O)c2ccc(S(=O)(=O)NCC(=O)C(C)(C)C)cc2)CC1 = -5%	-0.2%	0%	-4.2	i	12%	-12%	i	5%
Entry for Cc1nc2c3ccccc3n(Cc3ccccc3F)c2s1 = ?	0.7%	0%	2.3	i	0%	-2%	i	-1%
Entry for COc1cccc(NC(=O)c2nnn(Cc3ccc(OC)c(Br)c3)c2N)c1 = 0%	8.2%	nt	nt	i	-11%	-33%	nt	?
Entry for CCCn1c(=O)[nH]c(=O)c2c1nc(-c1cccs1)n2CCOC = 0%	-0.2%	-14%	0.1	i	-4%	-11%	i	3%

Carrying on:
mol,Nrf2 inh,Nrf2 ARE act,MmCpn inh,CCT modulator,ATXN viability,A549 viability,HepG2 tox,pAkt inh,TGFb inhibitor
O=C(O)/C=C1\CCCc2ccccc2C1O (stereo unspecified),6%,-1.3%,-1%,-1.6,i,-1%,-5%,i,18%
Cc1ccc(NC(=O)CN2CCSc3ccc(S(=O)(=O)N4CCCC4)cc32)cc1,nt,0.6%,nt,nt,?,?,-21%,nt,?
O=C(/C=C/c1cccc(Cl)c1)NCc1cccs1,-16%,0.2%,0%,0.3,i,-2%,6%,i,-8%
Cc1ccc(-c2[nH]c(-c3ccccc3)nc2SCC(=O)NCC2CCCO2)cc1 (stereo unspecified),?,3.3%&0.4%,-2%,-0.6,?,-15%&-18%,-10%&-25%,i,-22%&-11%

Screening data (PubChem BioAssay)
